NPY1 pot ag: potentiates or activates human NPY-Y1 receptor | NPY-Y1 expressing cells, potentiator/agonist activation | actives 0.37% (n = 220,000) | AID 1304 | activation, % at 3.6 µM | P25929; in the data active means activation above about 33%, passing the limit was not always enough;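 further: cells stimulated with NPY at EC10 then isoproterenol at EC100; 0% = low agonist plus stimulus and 100% = saturating agonist plus stimulus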
NPY2 pot ag: human NPY-Y2 potentiation or agonism, primary screen. P49146. cells expressing NPY-Y2, potentiator/agonist read-out. activation, % at 3.6 µM. actives 0.45% (n = 220,000). AID 1359; in the data active means activation above about 27%;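 further: cells stimulated with NPY near EC25 plus isoproterenol at EC100; 0% = vehicle plus submaximal agonist and 100% = vehicle plus saturating agonist; some results beyond the cut were filed as inactive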
Target sequence (P49146 whole entry, looked up): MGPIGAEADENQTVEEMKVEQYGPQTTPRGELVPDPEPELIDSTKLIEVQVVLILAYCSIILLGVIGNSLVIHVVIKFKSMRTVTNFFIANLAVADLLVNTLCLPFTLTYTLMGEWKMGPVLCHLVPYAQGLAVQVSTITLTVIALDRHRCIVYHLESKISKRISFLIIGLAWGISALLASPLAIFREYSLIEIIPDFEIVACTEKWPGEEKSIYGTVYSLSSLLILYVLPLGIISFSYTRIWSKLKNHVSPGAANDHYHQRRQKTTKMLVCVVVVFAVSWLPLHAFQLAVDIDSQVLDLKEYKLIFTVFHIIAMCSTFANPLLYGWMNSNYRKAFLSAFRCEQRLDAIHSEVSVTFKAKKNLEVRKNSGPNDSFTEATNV
Runt-CBFb FRET: inhibitors of human RUNX1 Runt domain binding to CBFb | Q01196+Q13951 | Cerulean-Runt/Venus-CBFb FRET ratio 530/480, 1 h | inhibition, % at 20 µM | actives 0.46% (n = 220,000);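 active means inhibition over about 50% at 20 µM in the single-dose screen, limit read from the data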;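 further: 0% = DMSO wells and 100% = excess unlabeled CBFb competitor control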
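Assay system: Cerulean-Runt domain / Medium: Tris 50 mM pH 7.5, KCl, K2SO4, 0.01% BSA / Timing: protein complex preformed 1 h, compound exposure 1 h, room temperature, dark / Measured by: FRET, excitation 422 nm, emission at 530 and 480 nm / Evaluation: loss of energy transfer signal / Control set: 5 µM unlabeled CBFb as full-inhibition high control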
S1P4 antag: antagonists of human S1P4 receptor; S1P4-expressing cells, antagonist mode, reporter read-out; inhibition, % at 4.98 µM; actives 0.26% (n = 220,000); in the data active means inhibition above about 29%;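 further: 0% = wells stimulated with agonist and 100% = vehicle wells without agonist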
Target sequence (O95977 whole entry, looked up): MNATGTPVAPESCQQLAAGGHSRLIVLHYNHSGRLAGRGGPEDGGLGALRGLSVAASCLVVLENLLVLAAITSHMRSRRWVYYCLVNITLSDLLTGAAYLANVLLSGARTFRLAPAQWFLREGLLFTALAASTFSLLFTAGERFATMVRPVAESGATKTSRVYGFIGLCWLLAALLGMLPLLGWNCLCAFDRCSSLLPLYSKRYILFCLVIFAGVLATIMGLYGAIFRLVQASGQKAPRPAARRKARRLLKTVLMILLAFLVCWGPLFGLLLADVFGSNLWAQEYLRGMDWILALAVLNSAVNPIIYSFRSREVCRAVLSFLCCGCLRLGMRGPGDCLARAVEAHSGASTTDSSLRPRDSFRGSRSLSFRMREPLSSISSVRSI
S1P4 agonist: agonists of human S1P4 receptor; AID 1509; O95977; actives 0.35% (n = 220,000); S1P4-expressing cell line, agonist reporter assay; activation, % at 4.98 µM; in the data active means activation above about 11%;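 further: 0% = DMSO vehicle and 100% = reference agonist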
BaF3 tox: reduces parental Ba/F3 cell viability, JAK2V617F counter-screen | actives 1.1% (n = 220,000) | CellTiter-Glo ATP luminescence | inhibition, % at 5.6 µM;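 active means inhibition above a per-campaign cutoff, the mean inhibition of all tested compounds plus 3 SD, cut at about 27% in these data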;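 further: 0% = DMSO wells and 100% = JAK Inhibitor I control wells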
RBBP9 inh: inhibitors of human serine hydrolase RBBP9; inhibition, % at 7.94 µM; AID 1515; actives 0.2% (n = 220,000); recombinant RBBP9, FP-Rh probe fluorescence polarization;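 active means inhibition above the campaign mean of all tested compounds plus 3 SD, cut at about 14% in these data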;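 further: plate controls were DMSO wells with RBBP9 for no effect and wells lacking RBBP9 protein for full effect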
Target sequence (O75884 whole entry, looked up): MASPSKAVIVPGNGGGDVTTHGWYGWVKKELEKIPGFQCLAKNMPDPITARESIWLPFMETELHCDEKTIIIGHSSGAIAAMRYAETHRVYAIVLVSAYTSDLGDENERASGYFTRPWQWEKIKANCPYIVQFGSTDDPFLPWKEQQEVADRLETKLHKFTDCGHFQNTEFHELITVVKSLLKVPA
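Controls: DMSO-treated enzyme wells and wells lacking RBBP9 | Material: RBBP9 protein | Technique: Fluorescence polarization | Replication: Single well per compound, no replicates | Buffer or medium: Tris-NaCl-Pluronic buffer, pH 8.0 | Timing: 30 min compound preincubation, 45 min probe labeling, 25 °C | Read-out basis: Percent inhibition from mP, scaled between DMSO and no-protein wells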
NPY-Y1 antag: antagonists of human neuropeptide Y receptor Y1; P25929; HEK293-CNG Y1 cells, membrane potential fluorescence; NPY at EC95, then isoproterenol; inhibition, % at 3.6 µM; actives 1% (n = 200,000); AID 1040;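 active means inhibition above the campaign mean inhibition of all tested compounds plus 3 SD, cut at about 20% in these data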;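 further: 0% = DMSO wells given NPY plus isoproterenol and 100% = isoproterenol alone without NPY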
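Material: Y1- and CNG-channel-expressing HEK293 cells / Probe or stimulus: NPY 25 nM then isoproterenol 1 µM plus Ro 20-1724 25 µM / Doses: 3.6 µM single dose, DMSO 0.4% / Schedule: compound incubation 1 h at room temperature, readout 45 min post-stimulation / Signal: membrane potential fluorescence / Benchmarks: isoproterenol-only wells as full block versus NPY-plus-isoproterenol wells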
Ba/F3 V617F tox: loss of viability in JAK2V617F-driven Ba/F3 cells; Ba/F3 EpoR-JAK2V617F viability, ATP luminescence; inhibition, % at 5.6 µM; actives 1.1% (n = 220,000); AID 1446;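 active means inhibition above the campaign mean plus 3 SD over all tested compounds, cut at about 24% in these data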;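 further: cytokine-independent growth of Ba/F3 cells driven by EpoR plus mutant JAK2; 0% = DMSO-treated cells and 100% = JAK inhibitor I control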
* = called active by the depositor; . = not tested or not shown.

item	compound	NPY1 pot ag	NPY2 pot ag	Runt-CBFb FRET	S1P4 antag	S1P4 agonist
1	CCCn1c(NC(=O)C2COc3ccccc3O2)nc2ccccc21 (configuration not stated)	26	-6	0	-24	1.7
2	COc1cc(NC(=O)c2cc3nc(C4CC4)cc(C(F)(F)F)n3n2)c(OC)cc1Cl	1	-16	-6	2	-0.3
3	CN1CCN(S(=O)(=O)c2ccc(NC(=O)Cc3cccs3)cc2)CC1	-8	-13	1	6	-1.5
4	Cc1cc(C)cc(NC(=O)CSc2ncc(S(=O)(=O)c3ccccc3)c(=O)[nH]2)c1	0	2	-4	-15	0.1
5	CC(C)CSc1nc(N2CCOCC2)c2c(c1C#N)CC(C)(C)SC2	-7	-5	-5	-11	-0.3
6	Cc1ccccc1NC(=S)N(CCCN1CCOCC1)Cc1ccccn1	-4	7	-1	9	-0.9
7	COc1ccc(C)cc1N(C(=O)COc1cccc(F)c1)c1nc2ccccc2s1	7	5	3	-21	2.0
8	CCC(CC)c1nnc(NC(=O)Cc2ccccc2[N+](=O)[O-])s1	-2	-5	0	-9	1.8

item	BaF3 tox	RBBP9 inh	NPY-Y1 antag	Ba/F3 V617F tox
1	0	-1	2	-6
2	3	4	-1	0
3	4	-3	1	-1
4	2	-7	0	-3
5	3	-9	0	4
6	5	-5	2	3
7	6	-6	3	-2
8	4	-9	-1	2

Remaining list, next part:
item	compound	NPY1 pot ag	NPY2 pot ag	Runt-CBFb FRET	S1P4 antag	S1P4 agonist
9	CC(=O)COc1ccc2c(-c3cccc([N+](=O)[O-])c3)cc(=O)oc2c1	-8	-14	0	-20	0.7
10	CCOC(=O)c1cnc(SC)nc1Nc1cccc(F)c1	-9	0	-5	-31	0.3
11	CCOC(=O)c1c(NC(=O)CSc2nnc(-c3ccccc3)n2CC)sc(C(C)=O)c1C	-9	5	-5	19	0.5
12	O=C(CSC1=Nc2ccccc2C2=NC(CC(=O)NC3CCCCC3)C(=O)N12)NCc1ccco1 (configuration not stated)	-24	-14	1	-33	0.8
13	Cc1cccc(NC(=O)c2cccc3c2C(=O)c2ccccc2-3)c1	5	-6	-5	-14	0.8
14	CCN(CC)S(=O)(=O)c1cccc(NC(=O)/C=C/c2cccc([N+](=O)[O-])c2)c1	25	24	2	-18	0.0
15	CC(C)(C)c1ccc(NC(=O)N2CCN(c3ccc([N+](=O)[O-])cn3)CC2)cc1	21	15	-1	-6	0.4
16	COCCNC(=O)c1cc2sc3ccccc3c2s1	0	-5	2	-26	-0.3

item	BaF3 tox	RBBP9 inh	NPY-Y1 antag	Ba/F3 V617F tox
9	11	0	4	3
10	-1	-7	5	-6
11	6	-6	-9	2
12	-1	-3	4	-3
13	3	4	3	-3
14	7	-11	-1	6
15	-3	-1	.	1
16	2	-6	1	-2

Further compounds
item	compound	NPY1 pot ag	NPY2 pot ag	Runt-CBFb FRET	S1P4 antag	S1P4 agonist
17	Cn1cnnc1SCc1nc(N)nc(Nc2ccccc2)n1	0	4	-1	-25	0.3
18	Cc1nnc(NC2CCCCC2)[nH]c1=O	-20	0	1	-14	1.0
19	COc1cc2c(cc1OC)C(C1(O)CCCCC1)NCC2 (configuration not stated)	-9	-5	-1	3	2.6
20	COC(=O)C1=C(CSc2nc3c(cc2C#N)CN(C)CC3)OC(N)=C(C#N)C1c1ccccc1F (configuration not stated)	-17	1	58*	0	0.9
21	CC1(CCc2ccccc2)NC(=O)N(CC(=O)Nc2ccc(S(N)(=O)=O)cc2)C1=O (configuration not stated)	1	5	0	-6	2.6
22	COc1ccc(-c2nn(-c3ccccc3)cc2/C=N/Nc2ccc(Cl)c(C(=O)O)c2)cc1OC	-19	10	-1	1	0.0
23	O=C(CNCc1ccccn1)Nc1cc(S(=O)(=O)N2CCCCC2)ccc1Cl	-4	-8	0	-17	-0.8
24	O=C(Nc1c(Cl)cc(Cl)cc1C(=O)NCCN1CCOCC1)c1ccc(Cl)cc1Cl	-6	5	-4	-6	1.4

item	BaF3 tox	RBBP9 inh	NPY-Y1 antag	Ba/F3 V617F tox
17	0	-5	0	-2
18	4	1	-2	0
19	4	-5	.	1
20	0	9	-2	-1
21	4	-7	-3	2
22	-2	-9	.	-2
23	0	-2	-1	-1
24	0	8	7	-3

Other entries follow.
item	compound	NPY1 pot ag	NPY2 pot ag	Runt-CBFb FRET	S1P4 antag	S1P4 agonist
25	CCOC(=O)CSc1nnc(-c2ccccc2OC)o1	-8	-5	-2	-16	0.5
26	CCOC(=O)c1c(C)[nH]c2c1-c1ccccc1C(=O)C2=O	-23	-2	-3	-2	0.9
27	CC(NC(=O)COc1ccccc1)C1COc2ccccc2O1 (configuration not stated)	-26	10	.	-24	-2.0
28	CCOCCn1c(CN2CCc3ccccc3C2)nc2c1c(=O)n(C)c(=O)n2C	5	-4	0	-10	0.5
29	Cc1ccc(NC(=O)CSc2n[nH]c(-c3ccncc3)n2)cc1	0	0	-2	3	-0.2
30	COc1ccc(-c2oc(NC(=O)CSc3nncn3C)c(C#N)c2-c2ccc(OC)cc2)cc1	1	-5	-18	3	0.9
31	Cc1ccccc1NC(=O)/C=C1\SC(=O)NC1=O	-15	-16	-1	1	-0.9
32	CCOCCCNc1ncnc2c1[nH]c1ccccc12	-11	-9	0	1	1.1

item	BaF3 tox	RBBP9 inh	NPY-Y1 antag	Ba/F3 V617F tox
25	1	-6	-2	-4
26	6	-4	-6	4
27	0	-4	-1	-4
28	-1	7	.	-1
29	1	-6	6	-3
30	1	-4	1	-3
31	2	-13	5	3
32	22	1	3	3

(cont.)
item	compound	NPY1 pot ag	NPY2 pot ag	Runt-CBFb FRET	S1P4 antag	S1P4 agonist
33	Cc1ccc(/C=C(\CCC(=O)O)c2nc3ccccc3s2)cc1[N+](=O)[O-]	-22	-26	-9	-15	1.2
34	CN(C)C=NC(=O)c1cc(C(=O)c2ccc(F)cc2)c[nH]1	-23	-11	-2	-6	1.1
35	Cc1onc(-c2ccccc2Cl)c1C(=O)Nc1ccccc1N1CCOCC1	-35	1	2	2	1.0
36	Cc1[nH]nc2c1C(c1ccc(O)cc1)C1=C(CC(C)(C)CC1=O)N2 (configuration not stated)	-10	14	0	-15	-1.7
37	CCOC(=O)CSc1nnc(-c2ccoc2C)n1-c1ccc(C)cc1	-39	2	-2	-1	-2.3
38	O=C(/C=C/c1ccc(N2CCCCC2)c([N+](=O)[O-])c1)c1ccc(S(=O)(=O)N2CCCC2)cc1	6	4	-5	-4	0.9
39	CC(C)COCC1CC2(CC(C)(c3csc(N)n3)OC2=O)C(=O)O1 (configuration not stated)	7	14	1	-3	-1.9
40	O=C(Nc1cccc(F)c1)C1CCN(C(=O)c2ccc(Cl)cc2)CC1	-11	4	-3	-3	1.8

item	BaF3 tox	RBBP9 inh	NPY-Y1 antag	Ba/F3 V617F tox
33	3	-2	18	-2
34	-2	-11	1	-2
35	4	0	5	3
36	5	-2	-1	3
37	3	0	4	-2
38	10	-9	1	3
39	0	-11	0	0
40	7	-8	4	4

Overlap with the part before: 6 entries, then new ones.
item	compound	NPY1 pot ag	NPY2 pot ag	Runt-CBFb FRET	S1P4 antag	S1P4 agonist
35	Cc1onc(-c2ccccc2Cl)c1C(=O)Nc1ccccc1N1CCOCC1	-35	1	2	2	1.0
36	Cc1[nH]nc2c1C(c1ccc(O)cc1)C1=C(CC(C)(C)CC1=O)N2 (configuration not stated)	-10	14	0	-15	-1.7
37	CCOC(=O)CSc1nnc(-c2ccoc2C)n1-c1ccc(C)cc1	-39	2	-2	-1	-2.3
38	O=C(/C=C/c1ccc(N2CCCCC2)c([N+](=O)[O-])c1)c1ccc(S(=O)(=O)N2CCCC2)cc1	6	4	-5	-4	0.9
39	CC(C)COCC1CC2(CC(C)(c3csc(N)n3)OC2=O)C(=O)O1 (configuration not stated)	7	14	1	-3	-1.9
40	O=C(Nc1cccc(F)c1)C1CCN(C(=O)c2ccc(Cl)cc2)CC1	-11	4	-3	-3	1.8
41	CCOc1ccc2nc(SCC(=O)N3CCCc4ccccc43)sc2c1	-42	-11	.	-13	1.1
42	COc1cc(Cl)c(S(=O)(=O)NCCN2CCOCC2)cc1Cl	7	12	1	0	0.1
43	CCOC(=O)c1c(-c2ccc(Cl)cc2)csc1NC(=O)CNCc1ccco1	-31	-49	-2	-13	-2.4
44	CCOc1cccc(CNCCNC(=O)c2nonc2N)c1	-4	-17	0	-4	-0.5
45	Cc1cccc(-n2ncc(C#N)c2-n2cccc2)c1	0	0	-2	-6	0.4
46	CS(=O)(=O)N1CCC(C(=O)NCc2ccc(Cl)cc2Cl)CC1	0	-4	.	7	0.7
47	COc1ccc(C2=NN(C(=O)CCCC(=O)O)C(c3cccs3)C2)cc1OC (configuration not stated)	-11	-8	-1	-14	3.9
48	Cc1ccc(C(=O)Nc2nc(-c3ccccc3)c(-c3ccccc3)o2)cc1	-53	-16	2	-13	3.2

item	BaF3 tox	RBBP9 inh	NPY-Y1 antag	Ba/F3 V617F tox
35	4	0	5	3
36	5	-2	-1	3
37	3	0	4	-2
38	10	-9	1	3
39	0	-11	0	0
40	7	-8	4	4
41	6	-11	10	1
42	4	8	-2	-3
43	-2	-2	.	-3
44	0	-5	6	-1
45	1	0	-9	-2
46	1	0	0	-1
47	2	0	2	-1
48	3	-19	6	-4

The list goes on:
item	compound	NPY1 pot ag	NPY2 pot ag	Runt-CBFb FRET	S1P4 antag	S1P4 agonist
49	Cc1ccc2[nH]c(=O)c(CN(CC3COCCO3)C(=O)Nc3ccccc3F)cc2c1 (configuration not stated)	9	4	-1	-10	-0.1
50	COc1ccccc1/C=N/NC(=O)CNC(=O)c1ccc(S(=O)(=O)N(C)C)cc1	2	-2	1	-13	3.7
51	CSC1=NC2C(N1)N(C)C(=O)N2C (configuration not stated)	-18	-2	-27	-7	2.3
52	CN=c1scc(-c2ccc(Br)cc2)n1C	-25	-15	0	7	1.5
53	CC(C)(O)C#Cc1ccc(C(=O)N2CCN(c3ccccc3)CC2)cc1	-14	-2	-2	-4	0.5
54	O=C(Nc1cccc(-c2nnc(-c3ccccc3)o2)c1)C1CC1	-25	-18	2	-25	1.5
55	CC(=O)Nc1ccc2c(c1)CCCN2C(=O)c1ccccc1	1	3	-1	0	0.2
56	CCOc1ncccc1C(=O)N1CCN(C(c2ccccc2)c2ccccc2)CC1	2	2	-4	-6	2.3
57	Cc1ccccc1CS(=O)(=O)c1nnc([C@H](CC(C)C)NC(=O)OC(C)(C)C)o1	6	1	-3	86*	-5.4

item	BaF3 tox	RBBP9 inh	NPY-Y1 antag	Ba/F3 V617F tox
49	4	-4	-3	1
50	6	-8	2	-1
51	5	5	-1	-3
52	4	-3	12	-1
53	1	-5	-2	-1
54	7	-1	4	4
55	1	-5	-1	-4
56	4	-7	6	0
57	2	-8	-2	47*
